# Bioassay records: PubChem, National Center for Advancing Translational Sciences (NCATS)
# KB-V1 MDR tox = qHTS assay for MDR1-selective chemotherapeutics: Primary screen using the drug-selected MDR subline cells KB-V1; KB-V1 MDR cells viability, CellTiter-Glo, 72 h; Potency, µM (doses to about 46.1 µM), inactives show at the highest dose activity change, negative = cytotoxicity, most hits filed as cytotoxic; 400,000 tested, 3.4% active; AID 1347076, 2019; also: potency is read from the fitted curve at half-maximal effect; % is scaled to controls: 0 for no effect and ±100 for the full control effect; nearly all actives have a fitted effect of over 60% in size
#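 Readout: CellTiter-Glo luminescence, 10 min after addition. Cells: KB-V1 MDR subline, 72 h at 37 degrees C with compound. Analysis: corrected, normalized data fitted to concentration-effect curves.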
# GLP1R inv ag = qHTS of GLP-1 Receptor Inverse Agonists (Inhibition Mode); 410,000 tested, 1.6% active; Potency, µM (top dose mostly 38.3 µM), for the others: at the top dose activity change, negative = inhibition, usual class: inhibitors; Glucagon-like peptide 1 receptor (Homo sapiens), P43220; HEK293 GLP-1R CRE-luciferase, luminescence, 24 h; GLP-1R form is constitutively active; also: potency is read from the fitted curve at half-maximal effect; % is scaled to controls: 0 for no effect and ±100 for the full control effect; nearly all actives have a fitted effect of over 55% in size
# Target sequence (P43220 whole entry, looked up): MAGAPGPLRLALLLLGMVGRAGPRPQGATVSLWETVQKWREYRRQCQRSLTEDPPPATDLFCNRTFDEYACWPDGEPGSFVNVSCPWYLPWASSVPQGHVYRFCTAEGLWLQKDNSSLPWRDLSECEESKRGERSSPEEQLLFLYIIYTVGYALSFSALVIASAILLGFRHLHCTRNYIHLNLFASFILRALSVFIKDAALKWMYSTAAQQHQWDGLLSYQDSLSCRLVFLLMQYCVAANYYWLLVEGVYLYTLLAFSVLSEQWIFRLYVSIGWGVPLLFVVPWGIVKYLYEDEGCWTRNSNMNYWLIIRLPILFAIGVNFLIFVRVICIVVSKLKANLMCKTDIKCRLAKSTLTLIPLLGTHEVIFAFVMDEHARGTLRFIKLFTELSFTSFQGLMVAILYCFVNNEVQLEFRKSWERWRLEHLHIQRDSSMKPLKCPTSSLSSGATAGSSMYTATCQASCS
#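 qHTS in 1536-well format: reporter HEK293 cells expressing constitutive GLP-1R activity in DMEM + 10% Nu serum, 24 hr with compounds at 37 deg C, luminescence read after 12 min with detection reagent.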
# PTHR1 ag = qHTS for PTHR1 Agonists: Primary Screen; AID 743266, 2014; Potency, µM (highest dose often 115 µM), without a hit: at the top dose activation, hits mostly activators; 410,000 tested, 0.075% active; HEK293 GP2 PTHR1 cells, GloSensor cAMP luminescence, 1 h; also: potency is read from the fitted curve at half-maximal effect; nearly all actives have a fitted effect of over 55% in size; some results filed as inactive show a strong effect at the top dose; inactives centre near -15; many of its hits are not listed in these tables
# Target sequence (Q03431 whole entry, looked up): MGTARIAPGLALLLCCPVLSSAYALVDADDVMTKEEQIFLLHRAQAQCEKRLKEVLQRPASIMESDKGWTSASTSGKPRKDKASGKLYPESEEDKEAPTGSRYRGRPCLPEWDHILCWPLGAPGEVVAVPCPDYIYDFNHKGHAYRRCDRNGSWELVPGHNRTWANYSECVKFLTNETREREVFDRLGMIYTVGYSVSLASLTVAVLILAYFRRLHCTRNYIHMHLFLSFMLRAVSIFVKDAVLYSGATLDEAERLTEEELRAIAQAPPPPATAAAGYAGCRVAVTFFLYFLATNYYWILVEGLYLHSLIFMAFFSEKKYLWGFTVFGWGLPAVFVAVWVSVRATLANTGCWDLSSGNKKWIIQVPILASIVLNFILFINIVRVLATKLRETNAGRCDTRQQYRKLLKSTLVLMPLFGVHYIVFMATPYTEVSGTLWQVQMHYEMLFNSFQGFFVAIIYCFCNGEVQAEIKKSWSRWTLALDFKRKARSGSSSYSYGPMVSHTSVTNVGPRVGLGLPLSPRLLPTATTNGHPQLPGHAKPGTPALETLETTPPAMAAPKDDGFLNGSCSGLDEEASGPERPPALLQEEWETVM
#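 HEK-293-derived GP2 cells expressing PTHR1 and a GloSensor cAMP reporter, 3,000/well, plated overnight, given luciferin plus IBMX (each 0.5 mM as added) for 1 h at 37 °C, then compound for 1 h at 37 °C. Luminescence was read after 15 min at room temperature.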
# DRD3 agonist = qHTS of D3 Dopamine Receptor Agonist: qHTS; D(3) dopamine receptor (Homo sapiens), P35462; D3R DiscoveRx beta-arrestin cells, luminescence, 90 min; max activation, %; 410,000 tested, 0.58% active; in the data active = max activation above about 30%; also: 0% is about no effect; mostly tested at two doses, the higher about 12 µM
#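 Agonist-mode cell screen: cells plated at 1500/well and incubated overnight at 37 °C, then exposed to library compounds for 90 min at 37 °C. Detection reagent was added for 30–60 min at room temperature, and luminescence was read.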
# HEK293 tox = qHTS of GLP-1 Receptor Inverse Agonists: Cytotox Screen | HEK293 cAMP-luciferase reporter cells, luminescence, 24 h | 410,000 tested, 0.13% active | Potency, µM (top dose mostly 38.3 µM), for inactives: at the highest dose activity change, negative = inhibition, usual class: inhibitors | AID 624418, 2012;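 also: loss of luciferase light is scored as toxicity; potency is read from the fitted curve at half-maximal effect; % is scaled to controls: 0 for no effect and ±100 for the full control effect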
#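 Luminescence readout: signal drop marks cytotoxicity. Plated cells grew 12 h at 37 °C, 5% CO2, received 23 nL compound for 24 h, then got luciferase reagent, read after 12 min at RT.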
# GLP1R ag = qHTS of GLP-1 Receptor Agonists. Glucagon-like peptide 1 receptor (Homo sapiens), P43220. HEK293 GLP-1R CRE-luciferase, luminescence, 4-6 h; cells express a hypersensitive GLP-1R form. Potency, µM (titrated, usually from 45.6 µM), without a hit: at the top dose activation, actives largely listed as activators. 380,000 tested, 0.007% active. AID 624172, 2012; also: potency is read from the fitted curve at half-maximal effect; % of control where 0% means no effect
# aSyn rescue = qHTS of alpha-syn Inhibitors. Yeast expressing alpha-synuclein, growth rescue, BacTiter-Glo, 24 h. Potency, µM (doses to about 46.1 µM), inactives show at the highest dose growth rescue (activation), most hits filed as activators. 370,000 tested, 0.14% active. AID 652106, 2013; also: potency is read from the fitted curve at half-maximal effect; % of control where 0% means no effect; nearly all actives have a fitted effect of over 65% in size
#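 Galactose-induced alpha-syn yeast (OD600=0.02, raffinose-pregrown) + pinned cpd, 24 hr, 30 deg C; growth by BacTiter-Glo luminescence. Growth restoration scores as activation.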
# TDP-43 yeast inh = qHTS of TDP-43 Inhibitors; TDP-43 expressing yeast growth rescue, BacTiter-Glo, 24 h; Potency, µM (series often up to 46.1 µM), without a hit: at the highest dose growth rescue (activation), hits mostly activators; 410,000 tested, 1.8% active; AID 652104, 2013; also: potency is read from the fitted curve at half-maximal effect; % of control where 0% means no effect; nearly all actives have a fitted effect of over 50% in size
#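 Yeast expressing TDP-43 (pregrown in raffinose, seeded at OD600=0.02 in galactose medium) exposed to compounds 24 hr at 30 deg C. Growth read by BacTiter-Glo luminescence; rescue of toxicity appears as increased signal.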
# D3 antag = qHTS of D3 Dopamine Receptor Antagonist: qHTS. D(3) dopamine receptor (Homo sapiens), P35462. D3R cells, DiscoveRx beta-arrestin luminescence, antagonist mode; hits give low values. max response, negative = inhibition, %. 360,000 tested, 2.5% active. AID 652054, 2013; in the data active = max response below about -50%; inconclusive = no clear call, values can overlap the other calls; also: % is scaled to controls: 0 for no effect and ±100 for the full control effect; mostly tested at two doses, the higher about 12 µM
#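 Cells expressing the human receptor were seeded at 1500 cells/well, incubated overnight at 37 degrees C in 5% CO2, then exposed to library compounds with dopamine controls for 90 minutes at 37 degrees C before luminescent detection.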
# * hit, by the source's call; i = inactive; ? = inconclusive; nt = not tested or not shown; [ ] = dose if it differs, or a comment. Unless noted, calls follow the shape of the dose curve; as a rule, active = well fitted curve in the direction sought with a large enough effect; inconclusive = small, poorly fitted or top-dose-only effect, or another doubt; inactive = no such curve, though single readings can be large; an effect the other way counts as inactive or inconclusive. An excerpt; the hit share may differ from the screen's.
SMILES,KB-V1 MDR tox,GLP1R inv ag,PTHR1 ag,DRD3 agonist,HEK293 tox,GLP1R ag,aSyn rescue,TDP-43 yeast inh,D3 antag
Cc1cc(NC(=O)CCC(=O)N(Cc2cccs2)C(C(=O)NC2CCCC2)c2ccncc2)no1 (stereo not given),10%,-8%,i,-12,-1%,0%,-8%,12%,1
Cc1cccc(C2=N/C(=C/c3cccs3)C(=O)O2)c1,?,17%,-11%,0,3%,-2%,13%,5%,-2
COC(=O)c1ccccc1N(C)S(=O)(=O)c1cc2c3c(c1)CCC(=O)N3CCC2,-10%,5%,-5%,-9,10%,-3%,-6%,9%,-2
CCOc1ccccc1-c1nc(C(N)=O)c2c(n1)n(-c1ccc3c(c1)OCO3)c(=O)n2C,-10%,17%,i,-4,-13%,13%,-1%,0%,nt
CCOc1ccc(-n2c(CCc3ccccc3)n[nH]c2=S)cc1,?,-3%[7.66 µM],-16%,0,3%[7.66 µM],1%,12%,?,-15
CCOc1ccc(NS(=O)(=O)c2cc(Cl)ccc2OC)cc1,?,?,-5%[57.5 µM],-5,-8%,-1%,22%,16%,6
CC1(C(=O)NS(=O)(=O)c2ccc(F)cc2F)CCN1C(=O)CCc1ccc(Cl)cc1Cl (stereo not given),4%,9%,-2%,-5,2%,6%,5%,20%,-7
CCOC(=O)c1[nH]c(C)c(CCC(=O)NCc2ccccc2)c1C,8%,12%,i,-10,3%,nt,nt,0%[9.22 µM],nt
Cc1cccc(-n2ncc3c(NCc4ccccc4)ncnc32)c1,6.5µM*,?,0%,1,-19%,4%,-1%,20%,17
CCn1nccc1NC(=O)c1csc([C@H]2C[C@H](O)[C@@H](CO)O2)n1,2%,5%,-18%,1,5%,-8%,0%,16%,7
CN(C(=O)CSc1ccncc1)C1CCCN(Cc2ccccc2F)C1 (stereo not given),-9%,-19%,i,3,-2%,9%,-2%,3%,15
COc1ccc(NC(=O)C23CC4CC(C2)CC(n2cnc(Br)n2)(C4)C3)cc1Cl,9.2µM*,?,i,-7,-23%,0%,9%,-3%,-10
CC(Cl)C(=O)NN=C(c1ccccc1)c1ccccc1 (stereo not given),19%,?,-20%,2,-2%,-3%,-1%,18%,10
O=C(Nc1ccccc1)c1ccc(S(=O)(=O)Nc2cccc(O)c2)cc1,21%,?,-21%,2,-13%,9%,-7%,17%,5
O=C(Nc1nc2c(F)cc(F)cc2s1)C1CCN(C(=O)c2ccc(F)cc2)CC1,-5%,26%,-18%,10,4%,7%,-7%,-16%,6
CC(=O)c1cc2cc(O)ccc2o1,6%,25%,i,1,90%[activator],10%,1%,7%,14
O=C(COC(=O)/C=C/c1ccc(OC(F)F)cc1)NC1CCCCC1,30%,6%,-8%,8,-3%,-11%,7%,?,6
Cc1[nH]nc(-c2ccc(O)c(C)c2O)c1-c1cnn(-c2ccccc2)c1,16µM*,-5%,-1%[57.5 µM],3,-19%,2%,9%,1%,13
C[C@@H](NC(=O)[C@@H]1Cc2ccccc2CN1)C(=O)NC1CCCC1,0%,-8%,i,7,0%,-7%,-3%,13%,4
COC(=O)c1sc2nc(C)c([N+](=O)[O-])c(C)c2c1N,?,80%[activator],-16%,-6,3%,22%,17%,-8%[0.397 µM],17
COc1ccc(C2SCCN2S(=O)(=O)c2ccccc2)cc1 (stereo not given),?,-65%,-31%,-6,-3%,5%,-7%,10%,-17
c1ccc(-c2cn(C[C@H]3CC[C@H](Cn4cc(-c5ccccn5)nn4)O3)nn2)nc1,8%,3%,-7%,-9,25%,1%,1%,-6%,0
Cc1ccc2nc(C)c(C(=O)NN=C3CCCCCC3)n2c1,11%,?,?,10,?,-1%,0%,-6%,-27
C/C(=N\NC(=O)c1ccc(Cl)cc1)c1cccs1,-24%,-25%,-22%,-3,-1%,-2%,-4%,-1%,-10
Cc1ccc(N2C(=O)CC(Sc3ncccn3)C2=O)cc1C (stereo not given),-24%,19%,-7%,-6,-6%,-3%,1%,5%,-19
Fc1ccc2c(c1)c1n[nH]c(=S)nc1n2CCc1ccccc1,-26%,-1%,-15%,15,-9%,-4%,1%,18%,-16
Cc1cc(Oc2ccc(OCC(N)=O)nn2)nc(Cl)n1,?,-3%,i,-10,-2%,5%,-2%,-15%,-2
Nc1ccc(Cl)c(S(=O)(=O)Nc2cccc(Cl)c2)c1,-5%,-18%,-92%[inhibitor],0,-11%,3%,10%,24%,3
COc1ccc(C2C(C(=O)O)CC(=O)N2c2ccc(OC)cc2)cc1 (stereo not given),?,11%,i,1,-12%,-6%,-3%,6%,0
C=CCN1C(=O)c2ccc(C(=O)OCC(=O)N(C)C3CCCCC3)cc2C1=O,-7%,1%,-32%,-4,2%,0%,-2%,-5%,1
CC1(c2ccccc2)NC(=O)N(CC(=O)Nc2cccc(C#N)c2)C1=O (stereo not given),-2%,0%,i,4,-5%,-6%,2%,10%,-14
COCCCn1c(SCC(=O)Nc2oc(C)c3c(C)n[nH]c(=O)c23)nc2sc3c(c2c1=O)CCC3,-20%,28%,i,-6,25%,2%,-9%,9%,-17
CC(C)C[C@@H](CN1CCCC1CN1C(=S)NC[C@@H]1Cc1ccccc1)N1C[C@H](Cc2ccccc2)N(CCc2ccccc2)C1=S (stereo not given in full),0%,?,11%,-10,3%,-3%,0%,2%,-7
COc1ccc(CNC(=O)C2CCCN(S(=O)(=O)N3CCC(C)CC3)C2)c(OC)c1 (stereo not given),?,-11%,-74%[inhibitor],-1,-10%,-1%,-2%,-18%,6
Cc1cc(C)cc(NC(=S)N(CCN2CCCCC2)Cc2ccco2)c1,?,?,i,-13,?,6%,1%,-7%,-23
Cc1cc(C)c(NC(=O)CNC(=O)COC(=O)Cc2cccs2)c(C)c1,-1%,8%,4%,4,5%,-8%,-1%,11µM*,1
Cc1cc(C)nc(N2C(=O)CC(C(C)c3ccccc3)C2=O)n1 (stereo not given),15%,3%,-27%,-4,11%,1%,-9%,2%,-2
CS(=O)(=O)O/N=C1\CCCCC1c1ccc([N+](=O)[O-])cc1[N+](=O)[O-] (stereo not given),-18%,-1%,i,3,-8%,4%,0%,-24%,-15
CN1CCN(C(=O)c2cnn(-c3ccccc3)c2NC(=O)c2ccccc2Cl)CC1,-6%,6%,-12%,-18,1%,-15%,-7%,13%,?
Cc1ccc(-n2ncc(C(=O)N3CCN(C4CCCCC4)CC3)c2C2CCN(C(=O)OC(C)(C)C)CC2)cc1C,1%,3%,i,-4,3%,nt,nt,-6%,nt
Cc1noc(C)c1CSc1nnc(-c2ccncc2)n1-c1cccc(Cl)c1C,?,?,i,-1,-5%,-2%,-15%,0%,-18
ClC(/C=N/n1cnnc1)=C/c1ccccc1,0%,1%,-39%[inhibitor],-22,-26%,20%,10%,-23%[1.82 µM],?
CC1(C)Cc2c(c(-c3ccccc3)nc3[nH][nH]c(=O)c23)CO1,14%,44%[activator],-48%[inhibitor][57.5 µM],4,-2%,-2%,1%,9%,-7
CC(/C=N/NC(=O)c1cc(-c2cccn2C)n[nH]1)=C\c1ccccc1,-25%,?,-18%,5,-1%,6%,3%,16%,5
O=C(COC(=O)c1cc(S(=O)(=O)N2CCOCC2)ccc1Cl)NCc1ccccc1,nt,5%,i,8,13%,17%,-2%,3%,-13
CSc1ncc(C(=O)Nc2cccc(C)c2C)c(C)n1,-8%,9%,11%,-7,1%,-2%,-7%,4%,2
Cc1cc(C)c(OCC(=O)Nc2nc3ccccc3[nH]2)c(C)c1,0%,-18%,-10%,0,5%,2%,0%,22%,3
CCC1CN(C(=O)N2CCC(C(=O)NCCN(C)C)CC2)c2ccccc2O1 (stereo not given),nt,14%,-15%,11,3%,nt,nt,-5%,nt
O=C(NCCc1ccccc1F)C(=O)Nc1nccs1,-1%,16%,i,2,20%,4%,0%,-1%,20
O=c1[nH][nH]c(-c2ccccc2)c1-c1ccccc1,18%,-16%,i,7,-4%,18%,-3%,-19%,-7
O=C(Cc1cccc([N+](=O)[O-])c1)Nc1ccc(C(=O)N2CCCCC2)cc1,24%,2%,-30%,-6,7%,-3%,-2%,6%,24
COc1c2c(nc3ccccc13)OC(C(C)(O)CO)C2 (stereo not given),6%,2%,-22%[57.5 µM],4,-1%,-3%,-9%,-1%,9
CCCCNC(=O)c1onc(CSc2ccc(C(C)C)cc2)c1C(=O)O,1%,?,-36%[inhibitor],1,6%,-6%,-20%,-2%,-10
CC(C)(C)c1ccc(C(=S)N2CCN(c3ccccc3)CC2)cc1,0%,?,-15%,-17,-3%,21%,2%,-16%[1.82 µM],?
Cc1cccc(N(CC(=O)NCc2ccco2)C(=O)CCC(=O)Nc2nccs2)c1C,0%,-12%,-21%,-20,1%,15%,-1%,-16%,-15

# Part of the list above, with values under each structure.
# Results follow in this order: KB-V1 MDR tox, GLP1R inv ag, PTHR1 ag, DRD3 agonist, HEK293 tox, GLP1R ag, aSyn rescue, TDP-43 yeast inh, D3 antag
- O=c1[nH][nH]c(-c2ccccc2)c1-c1ccccc1
    18%, -16%, i, 7, -4%, 18%, -3%, -19%, -7
- O=C(Cc1cccc([N+](=O)[O-])c1)Nc1ccc(C(=O)N2CCCCC2)cc1
    24%, 2%, -30%, -6, 7%, -3%, -2%, 6%, 24
